FBA Mtb inh = Mtb FBA enzyme inhibitors, primary screen, biochemical, fluorescence, strain H37Rv; purified M. tuberculosis FBA, fluorescence read-out; 360,000 compounds, 2.3% hits; Fructose-bisphosphate aldolase (Mycobacterium tuberculosis (strain ATCC 25618 / H37Rv)), …; inhibition, % at 1 µM; in the data active means inhibition above about 27%;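 further: 0% = vehicle and 100% = reference inhibitor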
Rv3671c protease = Rv3671c serine protease inhibitors, primary screen, biochemical, fluorescence polarization, M. tuberculosis H37Rv | 320,000 compounds, 0.048% hits | AID 2606, 2010 | inhibition, % at 5.96 µM | P9WHR9; in the data active means inhibition above about 38%;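 further: extracellular domain of Rv3671c used as enzyme; 0% = enzyme with DMSO and 100% = no enzyme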
Target sequence (P9WHR9 whole entry, looked up, the tested form may be a part): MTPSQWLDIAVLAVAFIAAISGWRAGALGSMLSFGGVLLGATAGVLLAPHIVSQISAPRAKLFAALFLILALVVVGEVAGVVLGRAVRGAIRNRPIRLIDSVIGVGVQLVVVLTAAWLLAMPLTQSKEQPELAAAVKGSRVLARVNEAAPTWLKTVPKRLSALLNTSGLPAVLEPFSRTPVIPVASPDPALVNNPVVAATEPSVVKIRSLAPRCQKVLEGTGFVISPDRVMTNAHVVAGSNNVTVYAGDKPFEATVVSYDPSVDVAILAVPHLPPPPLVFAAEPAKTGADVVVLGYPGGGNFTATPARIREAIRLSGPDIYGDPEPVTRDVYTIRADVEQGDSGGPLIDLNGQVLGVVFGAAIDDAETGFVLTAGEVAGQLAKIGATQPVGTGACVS
3CLpro inhibitor = SARS-CoV 3CLpro protease inhibitors, primary screen, biochemical, quenched FRET | Replicase polyprotein 1ab (Severe acute respiratory syndrome coronavirus), P0C6X7 | recombinant SARS-CoV 3CLpro, quenched FRET peptide cleavage | inhibition, % at 6 µM | 290,000 compounds, 0.14% hits | AID 1706, 2009; in the data active means inhibition above about 12%
Mtb UGM inh = M. tuberculosis UGM enzyme inhibitors, primary screen, biochemical, fluorescence polarization, single point; 320,000 compounds, 0.06% hits; purified UGM, fluorescence polarization probe displacement; inhibition, % at 10 µM; in the data active means inhibition above about 10%, passing the limit was not always enough
Target sequence (P9WIQ1 whole entry, looked up): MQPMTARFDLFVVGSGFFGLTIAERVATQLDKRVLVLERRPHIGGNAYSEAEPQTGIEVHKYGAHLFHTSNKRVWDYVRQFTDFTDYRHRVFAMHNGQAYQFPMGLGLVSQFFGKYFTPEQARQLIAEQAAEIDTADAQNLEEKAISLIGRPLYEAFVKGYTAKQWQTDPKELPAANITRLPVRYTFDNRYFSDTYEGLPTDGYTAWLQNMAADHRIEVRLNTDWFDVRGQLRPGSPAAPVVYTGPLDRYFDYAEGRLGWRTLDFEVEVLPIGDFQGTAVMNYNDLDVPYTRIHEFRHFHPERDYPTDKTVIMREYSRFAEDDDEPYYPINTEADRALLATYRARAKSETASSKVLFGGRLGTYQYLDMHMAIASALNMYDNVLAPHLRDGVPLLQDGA
MazF activator = activators of E. coli MazEF toxin-antitoxin RNase, primary screen, biochemical, fluorescence, uHTS; 350,000 compounds, 0.32% hits; FAM/BHQ RNA-DNA oligo cleavage fluorescence, 5 h; activation, % at 20 µM; AID 504720, 2011; Endoribonuclease toxin MazF (Escherichia coli (strain K12)), P0AE70; in the data active means activation above about 50%
Target sequence (P0AE70 whole entry, looked up): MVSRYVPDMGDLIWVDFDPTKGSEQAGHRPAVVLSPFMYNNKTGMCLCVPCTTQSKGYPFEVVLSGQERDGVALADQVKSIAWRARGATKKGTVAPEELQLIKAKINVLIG
VHR inh abs = VHR1 phosphatase inhibitors, primary screen, biochemical, absorbance, uHTS. Dual specificity protein phosphatase 3 (Homo sapiens), P51452. recombinant VHR phosphatase, pNPP absorbance. inhibition, % at 13.3 µM. 290,000 compounds, 0.52% hits; in the data active means inhibition above about 50%; further: some compounds called inactive have numbers as strong as hits
Target sequence (P51452 whole entry, looked up): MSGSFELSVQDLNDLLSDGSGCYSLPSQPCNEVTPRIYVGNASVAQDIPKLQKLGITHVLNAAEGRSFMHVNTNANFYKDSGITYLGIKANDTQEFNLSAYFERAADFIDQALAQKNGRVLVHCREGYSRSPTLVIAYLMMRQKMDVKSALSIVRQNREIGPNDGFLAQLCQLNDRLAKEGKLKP
BH1578 lux ind = inducers of Vibrio cholerae quorum light production without autoinducers, primary screen, BH1578 luxS cqsA deficient, single point; activation, % at 18.7 µM; 350,000 compounds, 0.16% hits; AID 588436, 2011; V. cholerae BH1578 lux reporter, luminescence, 6 h; in the data active means activation mostly above about 9.7%, no sharp cut-off; further: not every result past the cut was called active; inactives centre near 0; reference of the scale not given here
GDH-TPI counter = GDH-TPI coupling enzyme inhibitors, primary screen, artefact control for M. tuberculosis FBA inhibitor project, biochemical, absorbance, full deck; inhibition, % at 4.8 µM; AID 588335, 2011; GDH-TPI coupled enzyme counterscreen, NADH absorbance; 360,000 compounds, 1.2% hits; in the data active means inhibition above about 30%;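 further: 0% = DMSO wells and 100% = wells lacking the enzyme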
PriA SSB inh = inhibitors of Klebsiella pneumoniae PriA binding to SSB C-terminal tail, primary screen, biochemical, AlphaScreen; 430,000 compounds, 0.6% hits; PriA–SSB C-terminal tail interaction (Klebsiella pneumoniae); AlphaScreen SSBct-PriA binding, biotinylated peptide; inhibition, % at 33 µM; AID 1272365, 2023; in the data active means inhibition mostly above about 37%, no sharp cut-off; inactive means mostly below about 20%;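 further: plate controls were negative control peptide for no effect and reference peptide for full effect; strong numbers were not always called active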
Mtb BioA inh = M. tuberculosis BioA enzyme inhibitors, primary screen, biochemical, plate reader, single point, HTS. 7,8-diaminopelargonic acid synthase BioA (Mycobacterium tuberculosis). inhibition, % at 9.99 µM. 360,000 compounds, 0.096% hits. AID 602481, 2012. purified M. tuberculosis BioA enzyme; in the data active means inhibition above about 40%
* hit, by the source's call; i = inactive; nt = no result given; & = joins results of further samples; ! = not confirmed by another sample. Some of the compounds tested; the hit share may differ from the screen's.

Under each structure: GDH-TPI counter	BH1578 lux ind	Mtb BioA inh	Rv3671c protease	MazF activator	3CLpro inhibitor	PriA SSB inh	VHR inh abs	Mtb UGM inh	FBA Mtb inh
> Cc1cc(NC(=O)CN2CCCC2c2nc3ccccc3s2)no1 (centres undefined)
    6	i	4.5	-1	3	1	-2	18	1.9	1
> CC(C)[C@H](N)C(=O)OCCOCn1cnc2c(=O)[nH]c(N)nc21
    -8&3	-0.5&-0.6	-1.6&-1.0	2&-5	7&9	nt	-5	nt	-1.2&0.6	-4&3
> COc1cc(NC(=O)c2cccs2)ccc1NC(=O)c1cc2ccccc2o1
    -8	-1.6	nt	-1	15	-1	-19	5	0.4	-4
> CCN(CC)CCNC(=O)CNC(=O)c1nn(-c2ccc(OC)c(OC)c2)c(=O)c2ccccc12
    13	-0.9	-0.8	1	3	-4	17	24	1.4	1
> Cc1c(S(=O)(=O)Nc2ccc3c(c2)OCCO3)cnn1C
    2	0.5	nt	3	-2	4	-4	3	-0.7	2
> COc1ccc(NC(=O)Nc2ccc(F)c(Cl)c2)cc1
    1	nt	nt	-3	5	-4	-12	18	0.7	-3
> CCCNC(=O)C1CCN(c2nc(C)cc(C)n2)CC1
    1	-1.4	-2.5	-3	6	3	-3	10	-0.3	10
> COc1ccc(NC(=S)Nc2ccccc2)cc1
    3&-13	-0.3	-0.4&1.0	1&3	6&1	-1&0	-9	9&26	-1.6&0.9	-1&-3
> COc1ccccc1OC(=O)CCN1c2ccccc2Sc2ccccc21
    -2	0.2	nt	14	-3	-2	-23	-6	1.4	4
> Cc1nc(N2CCOCC2)nc(N2CCC(C)CC2)c1[N+](=O)[O-]
    9	-0.4	nt	4	0	9	29	-21	0.1	1
> O=C(Nc1nnc(C2CC2)s1)c1cc(Cl)sc1Cl
    10	i	-1.0	-12	13	6	4	-9	3.6	-1
> O=C(c1ccccc1NS(=O)(=O)c1cccs1)N1CCCC1
    6	i	-0.6	-3	6	0	-15	21	-0.2	-5
> O=C(CCN1C(=O)COc2ccccc21)NCCN1CCc2ccccc2C1
    2	-0.4	0.2	-4	-2	5	-17	20	1.4	1
> CC(C)C[C@H](NC(=O)c1[nH]cnc1C(=O)N[C@@H](C)C(=O)OCc1ccccc1)C(=O)OC(C)(C)C
    6	-8.3	-0.5	-9	2	6	1	-10	-0.6	2
> Cc1ccc(-c2nnc(SCC#CCOC(=O)c3cccs3)o2)cc1
    -2	i	nt	-7	-3	-3	-50	23	0.6	2
> COc1ccc(-n2ncc(N(C)n3cccc3)c(Cl)c2=O)cc1
    13	-0.3	5.0	-5	4	-9	-13	-1	4.7	2
> Cc1noc(C)c1CSCC(=O)Nc1nc2ccc(S(C)(=O)=O)cc2s1
    -8	i	-0.4	3	5	nt	4	nt	-1.3	1
> COc1ccc(CNC(=O)COC(=O)CCC(=O)c2cccs2)cc1
    1	-0.1	-0.3	4	4	0	-2	14	-0.7	1
> NC(=O)c1cc(Cc2ccccc2)sc1NC(=O)c1ccco1
    39*	-0.4	nt	-9	0	-1	7	16	-4.6	3
> COc1ccc(N2CCN(CC(=O)N3c4ccccc4CC3C)CC2)cc1 (centres undefined)
    -9	0.8	0.5	2	8	-2	11	2	0.0	1
> CNC(=O)/C(C#N)=C\c1ccc(CNS(=O)(=O)c2ccccc2)o1
    25	-0.1	-0.9	-4	0	2	-4	-11	-3.4	-2
> COc1ccc(OC)c(CC(=O)NC(c2ccccc2)c2ccccc2)c1
    2	-8.8	-0.7	-1	-1	5	-5	3	-1.4	1
> Cc1ccccc1NC(=O)COC(=O)CN1C(=O)NC(C)(C)C1=O
    -1	nt	-1.8	5	-1	-1	-9	-10	-2.8	-3
> COc1ccc(-c2ccc3oc(-c4ccsc4)cc3c2)cc1
    8	i	0.0	4	-12	nt	-3	nt	-0.2	3
> CC1CC(C)(C)NC(=S)N1CCC(=O)NCCc1ccc(Cl)cc1 (centres undefined)
    0	-2.4	-1.0	-16	1	1	4	8	2.9	1
> C[C@@H]1CN([C@@H](C)CO)C(=O)CCCn2nncc2CO[C@H]1CN(C)S(=O)(=O)c1ccc(Oc2ccccc2)nc1
    -11	-2.1	-1.4&-1.2	nt	5	nt	nt	nt	nt	-3
> O=S(=O)(NC1CCCCC1Oc1ccccc1)c1ccc(Cl)cc1 (centres undefined)
    11	i	-2.0	-10	-2	-2	-55	-11	1.3	-2
> O=C(c1oc(=O)c2ccccc2c1-c1ccccc1)N1CCN(C2CCCCC2)CC1
    -1	i	-2.3	0	4	-2	-16	9	-1.0	-3
> O=C(O)c1ccccc1C(=O)NC1CCCc2ccccc21 (centres undefined)
    0	-0.5	-0.8	0	6	-1	-10	18	1.0	1
> C=CCn1cnc2c(c1=O)c1nc3ccccc3nc1n2/N=C/c1cccc(OC)c1OC
    -1	7.7	2.3	5	-6	nt	nt	101*	2.7	-2

(cont.)
Under each structure: GDH-TPI counter	BH1578 lux ind	Mtb BioA inh	Rv3671c protease	MazF activator	3CLpro inhibitor	PriA SSB inh	VHR inh abs	Mtb UGM inh	FBA Mtb inh
> Nc1cc(-c2ccc(Br)cc2)nc2cc(-c3ccccc3)nn12
    4	-1.2	nt	2	-4	6	-13	4	-0.9	9
> CC(=O)c1ccc(-c2ccc(C(=O)NCC(c3ccco3)N(C)C)o2)cc1 (centres undefined)
    47*	1.3	16	2	-1	nt	2	nt	3.4	68*
> Cc1ccccc1NC(=S)c1ccc2ccccc2n1
    9	-0.5	-0.2	4	3	0	65*!	4	-0.3	3
> COc1ccccc1C(=O)NCCCN1CCCC1=O
    -11	-0.6	nt	4	-3	3	-8	24	-1.1	-1
> Cc1nnc2sc(SCC(=O)N3CCc4ccccc43)nn2c1=O
    2	i	0.5	nt	3	nt	-13	nt	nt	3
> O=C(NCC(c1ccco1)N1CCCC1)c1cccc(S(=O)(=O)N2CCOCC2)c1 (centres undefined)
    -1	1.1	-0.2	-2	-1	nt	1	nt	-2.2	2
> CCOC(=O)N1CCC2(CC1)C(C#N)=C(N)Oc1n[nH]c(CSc3ccc(C)cc3)c12
    2	i	-0.2	5	-2	5	-8	22	1.2	-9
> C#CC(C)(C)NC(=S)NC1CC2C=CC1C2 (centres undefined)
    5	-0.6	nt	-2	0	-2	-6	20	0.1	1
> Cc1cc(C)c(-c2cc(NC(=O)CSc3n[nH]c(N)n3)n(-c3ccccc3)n2)cc1C
    -2	i	-0.2	-11	1	2	11	-2	4.5	2
> COC(=O)C(NC(=O)c1cccnc1Cl)C(C)C (centres undefined)
    1	0.0	nt	3	12	4	1&-1	1	-0.2	-1
> COc1cc(NC(=O)c2ccco2)ccc1NC(=O)C(C)C
    -11	i	0.2	-11	3	0	-16	4	0.9	1
> O=C(N/N=C/c1ccco1)c1cc(C2CC2)[nH]n1
    -5	-1.1	0.7	-5	10	-5	i	12	0.2	1
> O=C(NCc1csc(-c2cccs2)n1)Nc1cccc(Cl)c1
    10	-0.8	nt	2	-15	8	5	5	4.5	6
> CCc1noc(C)c1C(=O)NNC(=O)COc1ccc(C)c(C)c1
    9	-10	nt	-10	-3	nt	-11	nt	0.8	3
> Cc1ccc(-c2nn(CCC(=O)NC(C)C)c(=O)c3ccccc23)cc1
    6	i	-1.0	-2	2	5	4	nt	1.9	0
> CCOC(=O)CC1=C(C(=O)OCC)C(c2ccc(C)o2)C(C#N)=C(N)O1 (centres undefined)
    8	-0.5	0.2	-4	-57	-11	-3	10	2.4	2
> Oc1ccc2ccccc2c1CNc1ccc(Br)cn1
    -2	i	-3.7	10	8	5	-2	22	1.2	2
> COc1ccc(CN2C[C@H]3CON(C)[C@H]3C[C@H]2c2ccc(-c3cccc(F)c3)cc2)cc1
    -1	i	0.3	nt	3	nt	nt	nt	nt	-3
> Cc1cccc(NC(=O)CN2C(=O)CCS(=O)(=O)c3ccccc32)c1C
    7	-0.3	-0.7	-8	14	2	-7	-26	0.0	3
> OCCC1CN(Cc2ccc(C(F)(F)F)cc2)CCN1Cc1ccccc1 (centres undefined)
    -12	i	nt	4	4	8	-17	4	-1.8	-5
> CC1CN(C(=O)c2ccccc2NS(=O)(=O)c2cccc([N+](=O)[O-])c2)CC(C)O1 (centres undefined)
    -1	-0.2	nt	5	1	-2	5	-7	-2.5	0
> O=C(Nc1ccnn1C1CCN(C(=O)Cc2cccc(Cl)c2)CC1)C1CC1
    3	-0.3	2.0	-7	1	-2	-1	14	-3.0	0
> Clc1nc(CN2CCCCC2)nc2sc3c(c12)CCC3
    -6	-0.6	2.9	-5	4	6	3	9	3.4	-9
> Cc1ccnc(NC(=O)CN2C(=O)NC(C)(c3ccc4ccccc4c3)C2=O)c1 (centres undefined)
    3	-0.1	0.4	nt	-6	nt	11	nt	nt	0
> O=C(CCCn1c(=O)c2sccc2n(CC(=O)OCc2ccccc2)c1=O)NCc1ccco1
    11	-0.4	1.0	-4	-2	-3	-2	7	-2.0	1
> O=C(N/C(=C/c1ccccc1)C(=O)N1CCCCC1)c1ccco1
    4	4.3	-1.5	0	-2	-1	-4	-12	-0.4	-1
> CCn1ncc(NC(=S)NCCc2ccccc2)c1C(N)=O
    9	-0.4	nt	1	0	-2	8	9	0.5	1
> Cc1ccc(C)c(NC(=O)CCC(=O)N/N=C/c2ccc3c(c2)OCO3)c1
    10	-0.4	nt	0	0	-5	nt	25	-0.7	-2
> Cc1cc(C(=O)CSc2nnc(-c3ccc(F)cc3)o2)c(C)n1CC1CCCO1 (centres undefined)
    -3	i	1.1	-8	-17	0	-12	22	0.5	4
> CC(C)c1ccc(N(CC(=O)N2CCOCC2)S(C)(=O)=O)cc1
    8	-0.7	-1.9	8	0	-6	-5	-3	-2.6	0

Single records, from the list above. Order of screens: GDH-TPI counter | BH1578 lux ind | Mtb BioA inh | Rv3671c protease | MazF activator | 3CLpro inhibitor | PriA SSB inh | VHR inh abs | Mtb UGM inh | FBA Mtb inh
Profile of `CCCNC(=O)C1CCN(c2nc(C)cc(C)n2)CC1` = 1 | -1.4 | -2.5 | -3 | 6 | 3 | -3 | 10 | -0.3 | 10
Profile of `COc1cc(NC(=O)c2ccco2)ccc1NC(=O)C(C)C` = -11 | i | 0.2 | -11 | 3 | 0 | -16 | 4 | 0.9 | 1

(listing goes on)
Under each structure: GDH-TPI counter	BH1578 lux ind	Mtb BioA inh	Rv3671c protease	MazF activator	3CLpro inhibitor	PriA SSB inh	VHR inh abs	Mtb UGM inh	FBA Mtb inh
> O=C(O)c1ccc(CSc2nnc(-c3ccncc3)n2-c2ccc(Br)cc2)cc1
    1	-0.3	3.9	5	-1	2	-12	26	1.5	0
> Cc1ccc(C(O)c2ncc(-c3ccccc3C)[nH]2)cc1F (centres undefined)
    6	-3.7	-0.1	nt	nt	nt	nt	nt	nt	-3
> Nc1c(C(=O)Nc2ccc(Cl)c(C(=O)O)c2)sc2nc3c(cc12)CCCC3
    10	i	4.8	0	0	5	-9	2	4.6	9
> C/C(Cc1ccccc1)=N/NC(=O)CCCC(=O)N/N=C(/C)Cc1ccccc1
    -8	-0.2	nt	8	-4	2	nt	18	2.8	0
> O=C1CCN(C(=O)Cc2ccccc2)c2ccccc21
    -3	i	0.3	nt	7	nt	nt	nt	nt	11
> O=C(CSc1nc2cc(Cl)ccc2o1)Nc1ccc(N2CCOCC2)cc1
    -5	0.4	nt	7	1	-3	-4	-8	nt	1
> CC(NC(=O)c1ccco1)C(=O)N1CCN(S(=O)(=O)c2ccccc2C#N)CC1 (centres undefined)
    1	-1.6	0.6	8	-5	nt	-18	nt	-0.4	0

Screens: PubChem BioAssay, several laboratories
